CHO parental Ca: counter-screen for OX1R antagonists: effect in parental CHO cells. parental CHO-K1, ATP-induced calcium, Fluo-8 fluorescence. inhibition, % at 5.6 µM. hit rate 0.63% among 330,000. AID 463079;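 active = inhibition above that plate's mean sample inhibition plus 3 SD, cut at about 26% in these data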;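 also: 0% = ATP-challenged DMSO wells and 100% = DMSO wells without ATP; some compounds past the cut are filed as inactive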
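Measured by: calcium-sensitive Fluo-8 fluorescence / Test system: CHO parental line / Controls: ATP-challenged DMSO wells low, unchallenged DMSO wells high / Measure: % inhibition / Compound: single nominal dose of 5.6 µM per compound / Replicates: single well per compound, no replicates / Reagent: ATP as calcium-mobilizing challenge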
OXTR potentiator: potentiators of human oxytocin receptor. P30559. CHO-OTR cells, Fluo-8 calcium fluorescence, potentiator mode; 0% = oxytocin EC15, 100% = EC100. activation, % at 3 µM. hit rate 0.061% among 320,000;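 active = activation above that plate's cutoff, the mean activation of tested compounds plus 3 SD, cut at about 6.6% in these data, passing the limit was not always enough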;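 also: 100% uses oxytocin at 75 nM as the full agonist control; some results filed as inactive read as strong as hits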
Target sequence (P30559 whole entry, looked up): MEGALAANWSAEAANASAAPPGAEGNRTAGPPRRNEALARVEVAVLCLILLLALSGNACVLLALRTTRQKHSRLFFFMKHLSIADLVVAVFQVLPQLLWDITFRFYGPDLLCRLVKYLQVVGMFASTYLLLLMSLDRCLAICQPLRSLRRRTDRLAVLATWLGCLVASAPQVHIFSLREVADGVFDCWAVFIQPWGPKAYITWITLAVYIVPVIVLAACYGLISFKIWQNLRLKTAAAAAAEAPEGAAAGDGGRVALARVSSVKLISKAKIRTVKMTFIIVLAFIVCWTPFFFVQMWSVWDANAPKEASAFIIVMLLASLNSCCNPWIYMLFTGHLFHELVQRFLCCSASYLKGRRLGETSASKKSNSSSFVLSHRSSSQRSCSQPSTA
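Measured by – Fluo-8 calcium dye fluorescence · Test system – human OTR in CHO cells · Dosing – one concentration, 3.0 µM compound · Controls – EC15 oxytocin alone as 0%, 75 nM oxytocin as 100% · Evaluation – normalized max/min fluorescence ratio, % activation · Timing – 6 min pre-incubation, 100 s read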
GPR7 antagonist: blocks human GPR7 receptor signaling; P48145; GPR7-expressing cells, fluorescence antagonist assay; inhibition, % at 4.4 µM; hit rate 1.1% among 290,000; AID 1861; in the data active = inhibition above about 16%, passing the limit was not always enough;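 also: cells stimulated with the agonist NPW; 0% = agonist with vehicle and 100% = vehicle without agonist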
Target sequence (P48145 whole entry, looked up): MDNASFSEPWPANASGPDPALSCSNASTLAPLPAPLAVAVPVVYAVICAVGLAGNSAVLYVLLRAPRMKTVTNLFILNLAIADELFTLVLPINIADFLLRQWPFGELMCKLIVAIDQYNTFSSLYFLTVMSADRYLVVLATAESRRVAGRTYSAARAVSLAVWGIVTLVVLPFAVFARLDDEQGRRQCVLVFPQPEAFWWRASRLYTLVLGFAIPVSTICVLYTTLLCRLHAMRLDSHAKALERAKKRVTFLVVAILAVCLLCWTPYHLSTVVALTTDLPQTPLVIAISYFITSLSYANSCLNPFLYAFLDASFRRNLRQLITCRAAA
V1aR counter: activates human V1a receptor in oxytocin agonist counter-screen; CHO-V1R cells, Fluo-8 calcium fluorescence, agonist mode; 0% DMSO, 100% 3 nM vasopressin; activation, % at 3 µM; hit rate 0.25% among 320,000; AID 2797;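 active = activation above the mean activation of all tested compounds plus 3 SD, per screening run, cut at about 20% in these data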;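 also: signal is peak over basal fluorescence ratio across a 100 second FLIPR read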
CHO-K1 Ca antag: nonselective inhibitor or artifact in parental CHO-K1 cells. ATP-induced calcium, Fluo-8 fluorescence. inhibition, % at 3 µM. hit rate 0.6% among 360,000. AID 602250;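 active = inhibition above a per-plate cutoff, the plate's mean sample inhibition plus 3 SD, cut at about 24% in these data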;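 also: 0% = DMSO plus EC80 ATP and 100% = DMSO alone without ATP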
CHO-K1 Ca ag: nonselective activator or artifact in parental CHO-K1 cells. Fluo-8 calcium fluorescence; scaled to maximal ATP response, vehicle zero. activation, % at 3 µM. hit rate 0.48% among 360,000; in the data active = activation above about 15%;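 also: untransfected CHO-K1 host cells lacking M1 receptor as counterscreen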
TAAR1 antag: antagonists of human TAAR1; inhibition, % at 3 µM; hit rate 1.5% among 360,000; CHO RD-HGA16 TAAR1, Fluo-8 calcium fluorescence, antagonist;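 active = inhibition above a per-plate cutoff, the mean inhibition of test compounds on that plate plus 3 SD, cut at about 49% in these data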;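 also: 0% = DMSO plus EC80 beta-PEA response and 100% = DMSO alone without agonist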
Target sequence (Q96RJ0 whole entry, looked up): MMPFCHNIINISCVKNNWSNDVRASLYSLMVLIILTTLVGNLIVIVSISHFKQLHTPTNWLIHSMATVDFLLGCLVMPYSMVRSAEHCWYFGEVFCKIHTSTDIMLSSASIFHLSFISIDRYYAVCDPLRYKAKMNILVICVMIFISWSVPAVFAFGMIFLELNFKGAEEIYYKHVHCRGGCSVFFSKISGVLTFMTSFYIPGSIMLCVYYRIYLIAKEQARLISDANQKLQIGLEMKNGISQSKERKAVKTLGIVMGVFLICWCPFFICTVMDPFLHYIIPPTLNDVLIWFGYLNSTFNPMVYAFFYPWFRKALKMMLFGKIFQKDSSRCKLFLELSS
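Test system: CHO RD-HGA16 cells bearing hTAAR1 | Reagent: β-PEA, EC80 | Compound dosing: 3 µM, single point | Schedule: Dye loading 75 min at 37 °C, then 30 min room temperature | Signal: Calcium fluorescence with Fluo-8 | Evaluation: Percent inhibition of PEA-evoked calcium signal, max/basal emission ratio | Control set: DMSO-only wells and EC80 β-PEA-stimulated wells | Repeats: Singlicate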
OXTR ag: human OXTR agonism. CHO-OTR cells, Fluo-8 calcium fluorescence; normalized: DMSO 0%, oxytocin 100%. hit rate 0.32% among 320,000. AID 2435. activation, % at 3 µM;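 active = activation above the mean of all tested compounds plus 3 SD, cutoff set per screening run, cut at about 20% in these data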;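 also: peak over basal fluorescence ratio from a 100 s FLIPR kinetic read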
CHO-K1 Ca PAM: M1 PAM counterscreen hit in parental CHO-K1 cells | ATP EC20, Fluo-8 calcium fluorescence; 0% at ATP EC20, 100% at ATP max | activation, % at 3 µM | hit rate 0.02% among 360,000 | AID 602247;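 active = activation above the run cutoff, the mean activation of all test compounds plus 3 SD, cut at about 40% in these data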;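 also: peak over basal fluorescence ratio in a 140 s read after ATP addition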
An asterisk follows results filed as active; . = not tested or not shown; & = joins results of further samples.

Value order: CHO-K1 Ca ag, OXTR potentiator, CHO-K1 Ca PAM, OXTR ag, CHO-K1 Ca antag, V1aR counter, CHO parental Ca, TAAR1 antag, GPR7 antagonist
CCc1cc(C(=O)OC)c(NC(=O)CCC(=O)O)s1
  0.6, -4, 20, -0.1, -6, -0.6, -14, 6, -15
Cc1ccc(S(=O)(=O)N2CCCCC2)cc1NC(=O)COC(=O)c1ccc(=O)[nH]c1
  0.1, -6, 7, 6.2, 1, 0.3, -1, 10, .
Cc1cccc(NC(=O)c2nc[nH]c2C(=O)N[C@@H](CC(C)C)C(=O)OCc2ccccc2)c1
  0.0, -11, 4, 0.2, -10, 1.8, -20, 10, .
CCOc1ccccc1-n1c(SCC(=O)NCc2ccco2)nnc1-c1ccncc1
  -0.3, -9, -3, -0.5, 14, 0.3, -14, -1, 1
O=C1C2C3C=CC(C3)C2C(=O)N1c1n[nH]c(-c2ccccc2)n1 (stereo not drawn)
  0.4, -6, 20, 0.2, -12, 0.1, -4, 10, -5
CCN1C(=O)/C(=C2\C=Cc3ccccc3N2CC)SC1=S
  -0.4, -2, 7, -1.1, -10, -1.1, -8, -20, 2
C(=N\Nc1nc2ccccc2[nH]1)/c1ccc2ncccc2c1
  0.8, -2, 6, -2.2, -11, -0.3, -26, -12, -10
CCNC(=O)C1(C)CCN(C(=O)c2cc(F)cc(F)c2)C1 (stereo not drawn)
  0.4, ., 14, ., -5, ., ., -8, .
COc1ccc(-c2noc(CCC(=O)NC3CCCCCC3)n2)cc1
  9.2, -9, 4, 6.1, 2, 5.2, 2, 5, -4
COC(=O)c1ccc(CNC(=O)C23CC4CC(CC(C4)C2)C3)cc1
  2.9, -10, 13, -0.8, -21, 1.1, 4, -12, -4
COc1ccc(-c2nc3ccc(C)cn3c2NCc2ccc3c(c2)OCO3)cc1
  4.2, -11, 14, -1.9, 1, 1.3, -21, 32, 1
O=C(COC(=O)[C@@H]1CC(O)CN1S(=O)(=O)c1ccccc1[N+](=O)[O-])c1ccccc1 (stereo partly drawn)
  1.0, 2, 9, 0.8, -10, -0.2, -16, 2, -3
COc1ccc(C(=O)Nc2ccc3c(c2)OCO3)cc1OC
  0.2, 1, 14, -0.8, -18, 1.1, -13, -14, -12
O=C1Nc2cc(C(=O)NCCCN3CCCC3)ccc2S/C1=C/c1ccccc1F
  -0.1, -6, 24, 0.2, 3, 1.2, -18, -3, 7
COc1cc(/C=C/C(=O)OCC(=O)NC(=O)NC(C)C)ccc1OCC#N
  0.1, -1, -9, -0.1, 10, 0.6, -13, -14, -4
CCOC(=O)C1=C[C@@H](CC)N(S(=O)(=O)c2ccc([N+](=O)[O-])cc2)[C@H]1c1ccccc1
  4.6, ., 16, ., 6, ., ., 72*, .
Cc1cccc(OCCSc2cc(C)nc(N)n2)c1
  0.4, -8, 14, 0.3, 4, 1.8, -9, -5, 0
Cn1c(=NC(=O)CN2C(=O)C3CC=CCC3C2=O)sc2ccccc21 (stereo not drawn)
  0.5&0.8, -7, -4&18, -1.4, -7&-10, -0.2, -20, 17&-2, -6
COc1ccc(C(=O)N(Cc2ccco2)C(C(=O)NC2CCCC2)c2ccc(O)cc2)cc1OC (stereo not drawn)
  4.5, -8, -4, 1.1, 12, 1.2, -22, 41, -14
CCN(CC)CCNC(=O)NC1CCCCC1
  0.5, -8, 17, 0.1, -5, 0.8, -6, -5, -10
COC(=O)CSc1cc(C(=O)c2nccn2C)c2ccccc2n1
  0.1, -15, -6, 0.1, 2, 1.8, -25, 14, -12
Cc1nn(-c2ccccc2)c(C)c1/C=N/NC(=O)c1cc(-c2ccc(Br)s2)[nH]n1
  0.9, -1, 8, 0.2, -2, -0.7, -16, 30, -12
CCOc1nc2ccccc2nc1C
  0.1, -10, 1, -0.9, 1, 0.3, -3, -6, 6
COc1cc2c(cc1OC)[C@@H](NC(=O)c1ccc(C(F)(F)F)cc1)[C@H](OCc1ccccc1)C2
  0.7, ., 25, ., -13, ., -15, -9, .
CCCn1nc(C(=O)NNC(=O)CCCOc2ccc(C)cc2)c2ccccc2c1=O
  -0.5, -4, -12, -0.5, -6, -1.3, -29, -20, -13
CC(C)c1ccc(/C=C/C(=O)CCC(=O)O)cc1
  0.0, -7, 19, 1.0, -5, 1.9, -4, 10, -8
CCCCc1cc(-c2n[nH]c(=S)o2)c2ccccc2n1
  0.9, -1, 12, 1.6, -9, 3.1, -28, -12, -2
CCN(CC)c1ccc(/C=C(/C#N)c2nc3ccc(C)cc3[nH]2)c(OC(C)C)c1
  39*, -14, -14, 69*, 50*, 50*, 68*, 73*, 38*
CCOC(=O)C1CCN(C(=O)COC(=O)COc2ccccc2OC)CC1
  -0.3, -5, 6, 0.4, -4, 0.6, 5, -10, -3
O=C1OC(c2ccccc2)c2ccc3ccccc3c21 (stereo not drawn)
  -0.5, 3, -2, -1.8, 2, -1.6, -11, 18, 9
Cc1ccc(NC(=O)C2CCN(S(=O)(=O)c3cccs3)CC2)c(O)c1
  8.3, -11, -3, 3.2, -5, 7.5, -7, -11, 22
Cc1c(C(=O)NC(C)C)c(-c2ccccc2)nn1-c1ccccc1
  0.6, 0, 21, -1.8, -8, -0.8, -8, 7, 3
CC(C)(C)c1csc(N/N=C/c2cccnc2)n1
  0.6, -4, -10, 0.3, 2, 0.7, -18, -7, -11
O=C1CC(N2CCC(O)(c3ccc(Cl)cc3)CC2)C(=O)N1Cc1ccc(N2CCCC2=O)cc1 (stereo not drawn)
  2.0, -18, -5, 7.1, 8, 6.1, -15, 8, -15
CC[n+]1ccc(C[n+]2ccccc2)c2ccccc21
  -0.1, -4, 14, 2.0, -7, -0.4, -6, -10, -9
O=C(Nc1ccc2ccccc2c1)NC1CCS(=O)(=O)C1 (stereo not drawn)
  -0.3, 1, -13, 0.6, 13, -0.1, -9, 6, -4
CCc1noc(C)c1C(=O)Nc1cccc(S(=O)(=O)N2CCCCCC2)c1
  5.6, -14, -8, -2.2, 2, 1.1, -1, 35, .
CCOC(=O)c1c(-c2cccc3ccccc23)csc1NC(=O)C1C2CCC(O2)C1C(=O)O (stereo not drawn)
  0.2, -6, 22, -1.7, -5, 0.1, -15, -3, 0
CC(C)c1ccc(S(=O)(=O)N2CCN(C(=O)c3cc([N+](=O)[O-])ccc3N3CCOCC3)CC2)cc1
  0.2, 0, 8, -0.9, -9, -0.8, -4, -5, -13
Cc1cccc(OCc2nn[nH]n2)c1C
  1.7, 4, 12, 0.6, -9, 0.3, 0, 6, -7
COc1ccc(C(=O)Nc2ccc(N3CCOCC3)cc2)cc1S(=O)(=O)N1CCCC1
  0.4, ., -11, ., -1, ., ., -22, .
O=C(NNC(=S)NC(=O)c1cccs1)c1ccc(NC(=O)c2ccccc2)cc1
  -1.1, 2, -12, -2.1, 14, -1.8, 1, -23, 1
Clc1cccc(CNc2ccn3nc(-c4ccccc4)cc3n2)c1
  0.8, ., 18, ., -9, ., ., 9, .
O=C(NC[C@H]1CCCO1)c1cccc2c1C(=O)c1ccc(-c3ccc(F)cc3OCc3ccccc3)cc1S2(=O)=O
  1.7, -5, 5, 1.1, 4, 1.3, -4, 69*, .
Cc1[nH]n(-c2ccccc2)c(=O)c1C=Nc1ccc2[nH]c(=O)[nH]c2c1
  0.6, -3, 4, 0.8, 2, 1.0, 3, -3, -3
COCCNC(=O)c1ccc2c(c1)ncn2-c1ccc(F)c(F)c1
  0.4, -11, 12, -0.5, -11, 0.4, -12, 17, -2
COc1ccc2c(C)cc3nnnn3c2c1
  7.7, -6, 3, -0.1, 5, -0.5, -12, -3, -1
COc1ccc(Br)cc1/C=N/n1c(C)nc2ccccc2c1=O
  1.3, ., 8, ., 0, ., ., -6, -7
CC(C)(C)N(NC(=O)c1ccccc1)C(=O)c1ccc(C(=O)N(NC(=O)c2ccccc2)C(C)(C)C)cc1
  -0.7, -7, 18, -0.3, -12, 0.9, -10, -12, -10
CC#CC[N+](C)(CC#CC)CC(=O)c1ccccc1
  0.0, -5, -2, 0.4, -1, -0.8, 1, -20, -4
COc1ccc(OC)c(NC(=O)CSc2nnc(Cn3nnc4ccccc43)n2C)c1
  0.4, -9, 12, -1.2, -6, 0.6, -17, -10, -6
CCOc1ccc(NC(=O)CSc2nc(C)cc(C)n2)cc1
  3.6, -5, 28, 1.9, -23, 2.1, -4, 1, 4
COc1ccc(Nc2ncnc3c2cnn3-c2cccc(C)c2)cc1OC
  -0.5, ., 12, ., -8, ., ., 0, .
CCNc1nc(SC(C(C)=O)C(C)=O)nc(N(C)C)n1
  0.3, -3, 18, -1.5, -4, 0.1, -12, -1, -5
CCc1cccc(CC)c1NC(=O)c1ccc(-n2cncn2)nc1
  -0.3, -7, -7, 0.3, -7, 0.6, -6, -32, -7
CCOC(=O)Cc1csc(NC(=O)CCNS(=O)(=O)c2ccc3c(c2)CCC(=O)N3)n1
  0.1, -3, 15, 1.4, -4, 0.2, -6, -10, -12
CCCCn1c(N)c(N(CC(C)C)C(=O)c2ccc(OCc3c(C)noc3C)cc2)c(=O)[nH]c1=O
  -0.2, 3, -19, 0.3, 12, -1.1, 12, 5, .
O=C1c2ccccc2C(Nc2cccnc2)N1Cc1ccccc1 (stereo not drawn)
  3.1, -4, 16, -0.6, 1, 1.0, -8, -4, -5
c1ccc(-c2cnn3nnnc3n2)cc1
  0.5, -5, 10, 0.8, -7, 0.9, -8, 10, -3
C=CCSC1=NN2CCS(=O)(=O)N=C2S1
  0.7, -4, -3, 1.7, -14, 0.7, -7, -16, 0

2 entries picked at random from the list so far:
Value order: CHO-K1 Ca ag, OXTR potentiator, CHO-K1 Ca PAM, OXTR ag, CHO-K1 Ca antag, V1aR counter, CHO parental Ca, TAAR1 antag, GPR7 antagonist
O=C(NNC(=S)NC(=O)c1cccs1)c1ccc(NC(=O)c2ccccc2)cc1
  -1.1, 2, -12, -2.1, 14, -1.8, 1, -23, 1
Cc1cccc(OCc2nn[nH]n2)c1C
  1.7, 4, 12, 0.6, -9, 0.3, 0, 6, -7

Shown as a hit in GPR7 antagonist (from the list above):
SMILES	TAAR1 antag	GPR7 antagonist
CCN(CC)c1ccc(/C=C(/C#N)c2nc3ccc(C)cc3[nH]2)c(OC(C)C)c1	73*	38*

Gathered by group: the compounds so far containing a tert-butyl group (2)
Value order: CHO-K1 Ca ag, OXTR potentiator, CHO-K1 Ca PAM, OXTR ag, CHO-K1 Ca antag, V1aR counter, CHO parental Ca, TAAR1 antag, GPR7 antagonist
CC(C)(C)c1csc(N/N=C/c2cccnc2)n1
  0.6, -4, -10, 0.3, 2, 0.7, -18, -7, -11
CC(C)(C)N(NC(=O)c1ccccc1)C(=O)c1ccc(C(=O)N(NC(=O)c2ccccc2)C(C)(C)C)cc1
  -0.7, -7, 18, -0.3, -12, 0.9, -10, -12, -10

Screening data as filed in PubChem BioAssay.
